Screens deposited in PubChem by Broad Institute.
SIRT5 block: SIRT5 desuccinylase inhibitors, primary screen, biochemical, fluorescence imaging, single point, set 5; hit rate 1.1% among 330,000; inhibition, % at 15 µM; Purified SirT5, succinyl-peptide AMC, trypsin-coupled fluorescence; NAD-dependent protein deacylase sirtuin-5, mitochondrial (Homo sapiens), Q9NXA8; in the data active = inhibition above about 15%; inconclusive = no clear call, values can overlap the other calls
Target sequence (Q9NXA8 whole entry, looked up): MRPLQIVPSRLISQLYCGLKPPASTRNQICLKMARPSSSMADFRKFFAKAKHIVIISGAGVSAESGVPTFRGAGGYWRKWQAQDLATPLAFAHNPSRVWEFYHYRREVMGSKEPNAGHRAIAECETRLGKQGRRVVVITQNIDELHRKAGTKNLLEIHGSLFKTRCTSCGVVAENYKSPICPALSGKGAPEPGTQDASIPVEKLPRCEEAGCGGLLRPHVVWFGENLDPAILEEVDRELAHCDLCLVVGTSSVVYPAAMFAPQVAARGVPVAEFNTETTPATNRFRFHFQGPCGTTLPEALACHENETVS
E-selectin induc: E-selectin induction in HUVECs, primary screen, imaging, HUVEC, immunofluorescence imaging, single point; P16581; normalized: neutral wells 0, TNF-alpha wells 100; activation, % at 7.58 µM; hit rate 0.37% among 260,000; AID 686992, 2013;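 active = mean E-selectin-positive cell signal at least 10% of the positive control, reached in at least 60% of replicates, without over 20% cell loss; inconclusive = no rule given, readout overlaps actives, possibly toxicity-flagged; inactive = the rest, including those meeting only one limit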;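 note: in these data hits start at about 27%; measured in HUVEC primary endothelial cells; signal is the percent of cells scored E-selectin positive by PE staining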
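System: HUVEC / Compound: single concentration / Signal: immunofluorescence imaging / Read-out: percent E-selectin-positive cells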
C2C12 statin: suppressors of statin myotoxicity in C2C12 myotubes, primary screen, cell-based, single point, plate reader. C2C12 myotubes + simvastatin, ATP luminescence, 48 h; scaled: DMSO 0, geranylgeraniol control 100. rescue of ATP level, % at 7.49 µM. hit rate 0.78% among 330,000. AID 602340, 2012;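 active = mean ATP rescue above about 67%, or every replicate alone reaching that limit, limit read from the data, passing the limit was not always enough; inconclusive = no clear call, values can overlap the other calls; inactive = mean under the limit and some replicate under it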;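 note: myotubes were challenged with 10 µM simvastatin during compound exposure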
S100A4 MyoIIA: inhibitors of S100A4-myosin IIA peptide binding, primary screen, biochemical, fluorescence polarization, TAMRA-MyoIIA peptide. inhibition, % at 10.7 µM. AID 652163, 2013. hit rate 0.14% among 360,000. Protein S100-A4 (Homo sapiens), P26447;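 active = mean inhibition of at least 70% across replicates, with every replicate also reaching that level; inconclusive = mean inhibition reaches 70% but some replicates fall short; inactive = mean inhibition below 70%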
Target sequence (P26447 whole entry, looked up): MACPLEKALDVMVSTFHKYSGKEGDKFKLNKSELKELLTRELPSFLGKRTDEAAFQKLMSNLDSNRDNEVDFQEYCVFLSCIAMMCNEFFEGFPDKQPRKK
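Test system: S100A4 monomer protein; Medium: HEPES pH 7.2 with CaCl2, KCl, NaCl, DTT, Triton; Probe or stimulus: TAMRA-labelled myosin IIA heavy-chain peptide probe, 5 nM; Doses: one dose per compound; Times: polarization read 5 min after assay mix addition, stable 5–60 min; Benchmarks: neutral control DMSO, positive control TFP.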
DENV2 CPE: inhibitors of DENV2 cytopathic effect, primary screen, cell-based, plate reader, single concentration; DENV2-infected cells, cytopathic effect rescue; CPE inhibition, % at 9.99 µM; hit rate 1.7% among 350,000; AID 651640, 2012; in the data active = CPE inhibition above about 20%, passing the limit was not always enough; inconclusive = no clear call, values can overlap the other calls; tested in BHK-21 cells;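 note: 0% = median of neutral control wells and 100% = median of positive control wells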
PglD DTNB: C. jejuni PglD acetyltransferase inhibitors, primary screen, biochemical, DTNB colorimetric, single point; UDP-N-acetylbacillosamine N-acetyltransferase PglD (Campylobacter jejuni); purified PglD enzyme, DTNB colorimetric CoA detection; inhibition, % at 12.5 µM; hit rate 0.098% among 360,000; AID 602405, 2012; in the data active = inhibition above about 16%, passing the limit was not always enough; inconclusive = no clear call, values can overlap the other calls; note: strong numbers were not always called active
ERp5 inh: inhibitors of ERp5-driven insulin aggregation, primary screen, biochemical, turbidity, absorbance 650 nm, single point. Protein disulfide-isomerase A6 (Homo sapiens), Q15084. 90 min. inhibition, % at 9.99 µM. hit rate 0.05% among 350,000;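 active = mean replicate inhibition above about 25%, with every replicate also reaching it, limit read from the data, passing the limit was not always enough; inconclusive = only one of those two criteria met; inactive = neither criterion met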
Target sequence (Q15084 whole entry, looked up): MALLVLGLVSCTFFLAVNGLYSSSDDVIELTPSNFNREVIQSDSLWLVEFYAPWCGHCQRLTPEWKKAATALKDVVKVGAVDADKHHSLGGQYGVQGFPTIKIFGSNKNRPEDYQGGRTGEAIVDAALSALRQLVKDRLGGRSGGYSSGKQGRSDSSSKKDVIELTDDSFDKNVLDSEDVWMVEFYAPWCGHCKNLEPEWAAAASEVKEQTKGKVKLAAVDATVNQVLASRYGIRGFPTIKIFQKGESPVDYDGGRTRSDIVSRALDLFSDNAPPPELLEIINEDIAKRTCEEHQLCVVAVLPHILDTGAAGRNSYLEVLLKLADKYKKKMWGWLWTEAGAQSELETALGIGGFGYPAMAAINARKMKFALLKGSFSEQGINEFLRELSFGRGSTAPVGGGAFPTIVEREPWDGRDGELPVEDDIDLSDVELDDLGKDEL
An asterisk follows results filed as active; ? = inconclusive; . = not tested or not shown; & = joins results of further samples. These rows are one share of the data; the hit share may differ from the screen's.

smiles	SIRT5 block	E-selectin induc	C2C12 statin	S100A4 MyoIIA	DENV2 CPE	PglD DTNB	ERp5 inh
NC(=O)CCC(NS(=O)(=O)c1ccc(Cl)cc1)C(=O)NCC1CCCCC1 (stereo not given)	-3	.	9	-10	0	-2	4
CCCC#Cc1cnc2c(c1)C(=O)N([C@@H](C)CO)C[C@@H](C)[C@@H](CN(C)Cc1ccncc1)O2	1	0.2	8	-2	-15	0	-2
COC(=O)c1ccc(-c2noc(CN3C[C@H]4CC[C@H]3C4)n2)cc1	-6	.	2	0	-8	-5	2
O=C(c1cccs1)N1CCN(c2ccc(Cl)cc2)CC1	-3	0.0	11	-4	4	6	-11
S=C(NCc1ccccc1)N1CCN(C(=S)NCc2ccccc2)CC1	-4	.	-33	-6	-3	-1	-9
Cc1cc2nc(SCC(=O)N(C)C)c3c(c2cc1C)CCCC3	-1	.	-3	-3	-5	0	-1
Cc1ccc(C(=O)NCc2ccccn2)o1	3	.	17	3	1	-4	-15
CC(C)OC(=O)CSc1nnc(-c2ccco2)n1N	-2	-0.4	4	-6	4	-4	1
CNC[C@H]1Oc2ccc(NC(=O)Nc3ccc4c(c3)OCO4)cc2C(=O)N([C@@H](C)CO)C[C@H]1C	0	-2.3	-19	2	-7	-4	2
COc1ccc(NC(=O)N(C)C[C@@H]2Oc3ccc(NC(=O)Nc4ccc(F)cc4)cc3C(=O)N([C@@H](C)CO)C[C@@H]2C)cc1	2	-0.3	-17	-2	4	5	0
CN(C)C(=O)c1ccc(-c2ccc([C@H]3[C@H]4CN(C(=O)CC5CC5)CC(=O)N4[C@H]3CO)cc2)cc1	1	1.0	.	0	-8	.	3
Cc1ccc(CSc2nc3nc(C)cc(C)c3c(=O)[nH]2)cc1	-5	0.6	14	-4	-3	-1	1

Sorted by value in ERp5 inh (ascending): 3 from the list above
Structure,ERp5 inh
Cc1ccc(CSc2nc3nc(C)cc(C)c3c(=O)[nH]2)cc1,1
COC(=O)c1ccc(-c2noc(CN3C[C@H]4CC[C@H]3C4)n2)cc1,2
NC(=O)CCC(NS(=O)(=O)c1ccc(Cl)cc1)C(=O)NCC1CCCCC1 (stereo not given),4

Carrying on:
smiles	SIRT5 block	E-selectin induc	C2C12 statin	S100A4 MyoIIA	DENV2 CPE	PglD DTNB	ERp5 inh
CCc1ccc(NC(=O)CSc2nc(=O)n(CCN(C)C)c3c2CCCC3)cc1	-3	0.1	.	1	2	.	6
COc1ccc(NC(=O)NC(c2ccccc2)c2ccccc2)c(OC)c1	-3	-0.2	-12	5	10	1	-5
COc1cc(CNc2ccc3[nH]c(=O)[nH]c3c2)ccc1OCc1c(F)cccc1Cl	-4	0.7	-1	2	-2	8	3
Cc1cccc(C(C)C)c1NC(=O)CSc1cccc[n+]1[O-]	-3	-0.1	-1	7	11	1	4
C[C@H]1CCCCO[C@H](CN(C)C(=O)Nc2ccc3c(c2)OCO3)[C@@H](C)CN([C@@H](C)CO)C(=O)c2cc(NC(=O)Nc3ccccc3)ccc2O1	4	.	.	10	7	2	0
COc1ccc(N2CCN(CC(=O)NC(C)c3ccccc3)CC2)cc1 (stereo not given)	.	.	3	-21	-1	6	2
O=C(C[C@H]1C[C@@H]2c3cc(NC(=O)NC4CCCC4)ccc3O[C@@H]2[C@H](CO)O1)NCC1CC1	1	-0.4	3	-4	0	-1	6
COc1ccc(C(=O)Nc2ccc(CN3CCCCC3)cc2)cc1	-2	2.4	-6	3	-3	-4	-3
O=C(C[C@@H]1CC[C@H]2[C@@H](COC[C@@H](O)CN2C(=O)c2ccccc2F)O1)NCc1ccc(Cl)c(Cl)c1	.	-0.3	-6	.	3	0	.
CC(=O)Oc1cc(O)c2c(c1)OC(c1ccc(OC(C)=O)c(OC(C)=O)c1)C(OC(C)=O)C2=O (stereo not given)	2	-0.1	0	-2	4	10	0
CC(=O)Nc1nonc1-c1nc2ccccc2n1CCC#N	0	.	-10	-2	5	-2	4
Cn1c(=O)c(N)c2c3c(c(Br)ccc31)C(=O)c1ccccc1-2	-2	.	-31	-5	8	-10	-5
O=C(Cc1ccc(NC(=O)C2CCCN(C(=O)C3CCC3)C2)cc1)Nc1cccc(C(=O)N2CCCC2)c1 (stereo not given)	-3	0.0	7	1	-12	2	8
COc1ccc(C)cc1N(CC(=O)N1CCCCCC1)S(C)(=O)=O	1	.	3	14	-4	-2	-1
O=C(CNCc1ccc(Cl)cc1)Nc1ccc(C(=O)N2CCCCCC2)cc1	-8	.	-1	-3	14	4	-1
O=C(C[C@H]1CC[C@H]2[C@@H](COC[C@H](O)CN2Cc2ccc(Oc3ccccc3)cc2)O1)N1CCOCC1	3	0.1	11	6	-2	3	-5
COC(=O)c1ccc(NC(=O)CN2C(=O)NC3(CCC(C)CC3)C2=O)cc1 (stereo not given)	-3	-0.7	-1	1	8	7	4
COc1cc(/C=C/C(=O)N(Cc2ccccc2)c2ccccn2)cc(OC)c1OC	-1	.	.	2	5	.	1
Cc1c2n(c3ccccc13)CCC2=O	-1	-0.3	11	0	-2	5	-5
O=C(C1CCCN(S(=O)(=O)c2cc(Cl)ccc2Cl)C1)N1CCCC1 (stereo not given)	3	-0.3	-2	-2	0	0	5
CC(OC(=O)c1nc(Cl)ccc1Cl)C(=O)NCc1ccccc1 (stereo not given)	.	-0.2	6	-10	?	-3	-1
C[C@@H]1CN([C@H](C)CO)C(=O)Cc2cc(NS(=O)(=O)c3ccc(F)cc3)ccc2O[C@H]1CN(C)Cc1ccncc1	1	0.0	-20	8	.	1	1
CN(C)/C=C/C(=O)Oc1ccc(Cl)cc1Cl	0	.	.	-1	4	.	2
CC(=O)c1c(C)[nH]c(-c2ccccc2)nc1=S	3	0.0	.	-9	-4	10	4
COc1ccc(Cc2c(-c3ccc(C#N)cc3)nc3c4ccccc4ccn23)c(C)c1	0	0.0	.	-1	-4	.	-6
O=C(C1CC1)N1CCCCN2[C@H](CO)[C@H](c3ccc(C#CC4CC4)cc3)[C@@H]2C1	2	.	.	2	-10	-3	-1
Cc1cc(=O)[nH]c(NC(=O)Cc2ccccc2)n1	4	.	-3	1	17	1	2
COc1ccc(CN(C)C[C@H]2OCCCC[C@@H](C)Oc3ccc(NC(=O)Nc4ccc(OC)cc4)cc3C(=O)N([C@H](C)CO)C[C@H]2C)cc1	5	-0.1	.	4	6	2	4
OC[C@@H]1CN(Cc2ccc(Cl)cc2)C[C@H](n2cnc3c(N4CCCC4)ncnc32)O1	-6	0.0	13	3	-2	6	7
C[C@@H]1CN([C@@H](C)CO)C(=O)Cc2cc(NC(=O)CCN3CCOCC3)ccc2O[C@@H]1CN(C)S(C)(=O)=O	-5	-7.4	16	-2	1	-1	1
CCCC#Cc1ccc([C@H]2[C@@H](CO)N3CCCCN(C(=O)NC4CCCC4)C[C@H]23)cc1	-2	0.2	-146	-4	-37	1	3
Cc1cc(C(=O)N2CCCc3ccccc32)no1	-1	.	9	-6	2	0	-2
COc1ccccc1CNC(=O)C1CCN(S(=O)(=O)c2ccc3c(c2)CC(C)N3C(=O)C2CC2)CC1 (stereo not given)	-1	.	7	-7	1	-5	3
COc1cccc(CNC(=O)[C@@H]2CCCN2C(=O)[C@@H]2CCCN2S(=O)(=O)c2ccc(OC)c(C)c2)c1	-6	3.6	.	-1	12	.	1
COc1ccc(NC(C)=[N+](C)CCNS(=O)(=O)c2ccc(Cl)cc2)cc1	8	1.6	-5	4	4	-1	0
CC1(C(=O)NCc2cccs2)Cc2c(-c3cccc(C(F)(F)F)c3)ccnc2O1 (stereo not given)	1	0.5	-26	-7	27*	1	1
Cc1cnc(CNC(=O)c2ccc3oc(C(C)C)nc3c2)[nH]1	3	-1.4	9	-2	-6	-2	-2
Cc1noc(C)c1NC(=O)N[C@@H]1CC[C@@H](CC(=O)N2CCN(C)CC2)O[C@H]1CO	-4	-0.3	1	-2	-1	-1	2
C=CCNC(=O)/C(=C\c1ccc(Br)cc1)NC(=O)c1ccccc1OC	.	.	.	-5	-1	.	0
Nc1[nH]c(C(=O)c2ccccc2)c(-c2cccc3ccccc23)c1C(=O)NCc1ccccc1	2	-0.1	.	2	-10	.	1
Cc1cc(/C=N/NC(=O)c2ccccn2)c(C)n1-c1cccc([N+](=O)[O-])c1	2	1.0	5	4	-1	.	-4
Cc1noc(C)c1NC(=O)Nc1ccc2c(c1)CC(=O)N([C@H](C)CO)C[C@@H](C)[C@@H](CN(C)C(=O)NC(C)C)O2	.	0.2	-1	.	-15	-1	.
COc1ccc(CN(C)C[C@@H]2Oc3ccc(NS(=O)(=O)c4cn(C)cn4)cc3C(=O)N([C@@H](C)CO)C[C@@H]2C)cc1	-1	.	-11	8	6	0	-1
CC(C)OC(=O)c1c(NC(=O)C2CC=CCC2C(=O)O)sc2c1CCCCC2 (stereo not given)	.	0.1	6	4	0	-2	2
O=C(COc1ccc(Cl)cc1Br)Nc1ccncc1	.	.	2	-5	-4	-4	2
Cc1nc(C(=O)O)cc2c1[nH]c1ccccc12	-41	.	1	-7	10	6	-1
Cc1noc(C)c1S(=O)(=O)N(C)C[C@H]1OCc2cnnn2CCCC(=O)N([C@@H](C)CO)C[C@H]1C	-2&-4	0.0&-0.3	13&-3	-4&8	2&1	-2&-2	-7&-1
COc1cc(NC(=O)COc2ccccc2[N+](=O)[O-])ccc1NC(=O)c1cccs1	0	0.0	-7	2	6	3	6
N#Cc1cnc2ncnn2c1-c1ccccc1	-2	.	.	4	-1	.	-9
COc1ccc(C(=O)NCc2nnc(SCC(=O)Nc3cccc(OC)c3)o2)cc1	-4	.	1	-4	-1	-4	4

Printed as active in DENV2 CPE, of those listed so far:
mol | SIRT5 block | S100A4 MyoIIA | DENV2 CPE | PglD DTNB | ERp5 inh
CC1(C(=O)NCc2cccs2)Cc2c(-c3cccc(C(F)(F)F)c3)ccnc2O1 (stereo not given) | 1 | -7 | 27* | 1 | 1

One compound at a time, as listed above:
`Cc1cccc(C(C)C)c1NC(=O)CSc1cccc[n+]1[O-]` in the list: SIRT5 block: -3; E-selectin induc: -0.1; C2C12 statin: -1; S100A4 MyoIIA: 7; DENV2 CPE: 11; PglD DTNB: 1; ERp5 inh: 4
`O=C(c1cccs1)N1CCN(c2ccc(Cl)cc2)CC1` in the list: SIRT5 block: -3; E-selectin induc: 0.0; C2C12 statin: 11; S100A4 MyoIIA: -4; DENV2 CPE: 4; PglD DTNB: 6; ERp5 inh: -11
